# TSHR antagonist: human thyrotropin receptor antagonism | P16473 | 0.2% of 330,000 active | activity change, negative = inhibition, % at 11.5 µM | TSHR-expressing cells, TSH-stimulated cAMP HTRF, 2 h; stronger effect = lower value;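 active means activity change below a set negative limit, meaning inhibition stronger than a set level, cut at about -70% in these data; inconclusive means activity change between two set negative limits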; further: on the % scale 0 is the no-effect control and ±100 the full control effect
# Target sequence (P16473 whole entry, looked up): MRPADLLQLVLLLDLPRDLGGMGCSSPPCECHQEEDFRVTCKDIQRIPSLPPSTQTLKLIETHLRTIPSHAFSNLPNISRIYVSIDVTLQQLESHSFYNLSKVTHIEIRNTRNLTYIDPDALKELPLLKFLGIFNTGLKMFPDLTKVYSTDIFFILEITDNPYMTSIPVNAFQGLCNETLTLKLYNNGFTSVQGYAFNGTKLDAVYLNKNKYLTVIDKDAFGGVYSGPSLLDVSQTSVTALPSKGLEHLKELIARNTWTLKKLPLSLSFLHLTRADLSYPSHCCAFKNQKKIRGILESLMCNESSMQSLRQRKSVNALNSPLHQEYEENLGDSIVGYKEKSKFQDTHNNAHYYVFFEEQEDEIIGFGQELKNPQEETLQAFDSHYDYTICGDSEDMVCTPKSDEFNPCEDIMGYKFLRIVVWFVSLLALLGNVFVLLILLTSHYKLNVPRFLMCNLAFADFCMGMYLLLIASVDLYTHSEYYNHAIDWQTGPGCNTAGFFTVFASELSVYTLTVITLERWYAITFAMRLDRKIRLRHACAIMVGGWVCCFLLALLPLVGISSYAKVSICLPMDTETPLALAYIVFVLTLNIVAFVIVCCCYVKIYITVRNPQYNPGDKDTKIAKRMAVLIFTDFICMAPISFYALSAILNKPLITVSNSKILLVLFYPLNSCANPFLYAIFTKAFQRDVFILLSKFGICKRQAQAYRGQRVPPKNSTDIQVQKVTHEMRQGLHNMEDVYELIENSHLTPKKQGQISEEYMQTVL
#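 Antagonism was scored as loss of TSH-driven cAMP in TSHR cells, stimulated with 4nM TSH (EC80) for 2 hours at 37 deg C and detected by homogeneous HTRF competition immunoassay.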
# A-T KAP1 phos: candidate therapy for ataxia-telangiectasia; Potency, µM (series often up to 57.5 µM), for inactives: top-dose activation, most hits filed as activators; 0.19% of 320,000 active; […] A-T fibroblasts, KAP-1 phosphorylation AlphaLISA; neocarzinostatin DNA damage 30 min before lysis; further: potency means the concentration at half of the fitted maximal effect; % of control where 0% means no effect; nearly all actives have a fitted effect of over 45% in size
#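 ATM-like activity read as KAP-1 phosphorylation via AlphaLISA donor/acceptor antibody pairs after lysis and 6 hr at 25C. Cells were ATM-null patient fibroblasts ([…], hTERT), dosed 60 min, then exposed to the DSB inducer NCS for 30 min.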
# Menin-MLL TR inh: inhibitors of human menin-MLL interaction, mutant MLL peptide. O00255. Menin + Texas Red MLL mutant peptide, fluorescence polarization. Potency, µM (series often up to 61.6 µM), for inactives: at the highest dose FP activity change, negative = inhibition, hits mostly inhibitors. 0.23% of 270,000 active. AID 1768; active means well fitted inhibition curve with a large enough effect in the polarisation, with a control signal flat, not every such curve was filed as active; inconclusive means small, poorly fitted or top-dose-only effect, or effect the other way, or a change in a side signal; inactive means no such curve, though single readings can be large or run the other way; the % refers to the polarisation; further: potency means the concentration at half of the fitted maximal effect; % of control where 0% means no effect; many of its hits are not listed in these tables
# Mito fusion act: blocks mitochondrial division or promotes mitochondrial fusion; 0.23% of 320,000 active; S. cerevisiae fusion-defective mutant growth rescue, CellTiterGlo 48 h; AID 485298; Potency, µM (titrated, usually from 46.1 µM), without a hit: at the highest dose growth rescue (activation), most hits filed as activators;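 further: potency means the concentration at half of the fitted maximal effect; % of control where 0% means no effect; nearly all actives have a fitted effect of over 45% in size; temperature-sensitive fusion mutants such as fzo1-1 at 37 °C on non-fermentable ethanol glycerol medium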
#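 S. cerevisiae fusion-defective temperature-sensitive mutants (e.g. fzo1-1, mgm1-5) grown 48 h at 37C in YPEG (ethanol/glycerol non-fermentable) medium with 23 nl compound per well; growth rescue read as CellTiterGlo luminescence.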
# Integrin act MD: activators of alpha7 integrin expression for muscular dystrophy; alpha7betagal myoblasts, beta-gal FDG fluorescence, 48 h; Potency, µM (highest dose often 38.3 µM), for inactives: at the highest dose activation, usual class: activators; 0.064% of 350,000 active; AID 624291;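 further: potency means the concentration at half of the fitted maximal effect; 100% = response of the positive control SU9516; nearly all actives have a fitted effect of over 60% in size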
#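 alpha7betagal+/- myoblasts (passage 13, 250/well) treated 48 h at 37C with compounds at 1:260 dilution of DMSO stock. Lysed, then beta-galactosidase activity read as FDG fluorescence (ex 480/em 540) after 30 min, with pre-read for autofluorescence.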
# MLL CXXC-DNA inh: MLL CXXC-DNA interaction inhibition. Potency, µM (highest dose often 115 µM), for inactives: top-dose activity change, negative = inhibition, most hits filed as inhibitors. MLL-CXXC / FITC-HOXA9 DNA fluorescence polarization. Q03164. 0.037% of 290,000 active; active means well fitted inhibition curve with a large enough effect in the polarisation, with a control signal flat, not every such curve was filed as active; inconclusive means small, poorly fitted or top-dose-only effect, or effect the other way, or a change in a side signal; inactive means no such curve, though single readings can be large or run the other way; the % refers to the polarisation; further: potency means the concentration at half of the fitted maximal effect
#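 Fluorescence polarization: 7 uM MLL-CXXC (stock) preincubated 5 min with compounds, then 50 nM fluorescein-HOX-A9 DNA (stock) added; 30 min ambient. Buffer 50 mM Tris-HCl pH 7.5, 50 mM NaCl, 1 mM DTT, 0.05% BSA.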
# TSG101-PTAP inh: blocks PTAP/TSG101 interaction to inhibit HIV-1 budding | AID 493005 | Fluorescence polarization, FITC-PTAP peptide / Tsg101 binding | Q99816 | 340,000 tested, under 10 active | Potency, µM (doses to about 115 µM), inactives show at the highest dose activity change, negative = inhibition, most hits filed as inhibitors; active means well fitted inhibition curve with a large enough effect in the main read-out, with a control signal flat, not every such curve was filed as active; inconclusive means small, poorly fitted or top-dose-only effect, or effect the other way, or a change in a side signal; inactive means no such curve, though single readings can be large or run the other way; further: potency means the concentration at half of the fitted maximal effect; % of control where 0% means no effect
#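 Fluorescence polarization binding of Tsg101 binding domain (10 uM final) to FITC-labeled PTAP peptide (50 nM final) in HEPES pH 7.5 buffer with NaCl, Tween 20, EDTA, TCEP. Compounds added before peptide; binding 20 min at RT.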
# MBNL1-CUG inh: inhibitors of human MBNL1 binding to CUG repeat RNA. Q9NR56. TR-FRET MBNL1-His/biotin-(CUG)12 binding, 665/545 ratio. Potency, µM (highest dose often 57.5 µM), inactives show at the top dose activity change, negative = inhibition, actives largely listed as inhibitors. 0.036% of 280,000 active; active means well fitted inhibition curve with a large enough effect in the signal ratio, with a control signal flat, not every such curve was filed as active; inconclusive means small, poorly fitted or top-dose-only effect, or effect the other way, or a change in a side signal; inactive means no such curve, though single readings can be large or run the other way; the % refers to the signal ratio; further: potency means the concentration at half of the fitted maximal effect; on the % scale 0 is the no-effect control and ±100 the full control effect
#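 Compound titration spanned 92 nM–58 uM against the MBNL1-His/biotin-(CUG)12 complex. After 60 min at room temperature with 5 nM streptavidin-XL665 and 0.055 ng/ul terbium anti-His, ratiometric 665/545 nm emission (Ex 340 nm) normalized to controls.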
# TCR activator: activators of T cell receptors; primary human leukocytes, anti-CD3, IL-2 HTRF, 48 h; Potency, µM (doses to about 9.22 µM), for inactives: at the top dose activation of IL-2 secretion, actives largely listed as activators; 330,000 tested, under 10 active; further: % of control where 0% means no effect
#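 48 hr co-incubation of compounds, a-CD3 beads and primary human leukocytes; IL-2 quantified homogeneously by HTRF with anti-IL-2 K and d2 conjugates.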
# S-ASM inh: inhibitors of human secretory acid sphingomyelinase. P17405. AID 504937. Potency, µM (highest dose often 57.5 µM), for the others: at the top dose activity change, negative = inhibition, usual class: inhibitors. placental ASM, HMU-PC fluorogenic substrate, 60 min. 0.006% of 340,000 active; further: potency means the concentration at half of the fitted maximal effect
#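 Fluorescence read-out (Ex 386 nm, Em 447 nm) after stopping the reaction at pH 10. Enzyme: ASM from human placenta; substrate HMU-PC0, 9 uM final; 60 min, 37 °C. Compound preincubation 10 min, ambient temperature.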
# * marks the source's active call; other numbers are inactive results; u = inconclusive; x = no result given; [ ] = remark or other dose. Unless noted, the call rests on the fitted dose curve; in most records, active means well fitted curve in the direction sought with a large enough effect; inconclusive means small, poorly fitted or top-dose-only effect, or another doubt; inactive means no such curve, though single readings can be large; an effect the other way counts as inactive or inconclusive. This is a subset (hit frequency here may not be typical).
SMILES | TSHR antagonist | A-T KAP1 phos | Menin-MLL TR inh | Mito fusion act | Integrin act MD | MLL CXXC-DNA inh | TSG101-PTAP inh | MBNL1-CUG inh | TCR activator | S-ASM inh
CC(C)(C)c1ccc(S(=O)(=O)N2CCc3nc4ccccc4c(C(=O)O)c3C2)cc1 | -2 | -1% | 1% | -12% | -2% | 19% | -3% | -2% | 3% | 7%
CCc1c(C)nc2ncnn2c1NCCc1ccc(OC)c(OC)c1 | -4 | -1% | -3% | -1% | -16%[7.66 µM] | 2% | -5% | -1% | -2%[46.1 µM] | -1%
Cc1ccc(CCN2CCN=C2Nc2ccccc2)cc1 | 4 | -21% | x | -3% | -19% | x | -4% | x | 2% | 4%
CCN1CCN(C(=O)C2CCN(S(=O)(=O)c3ccc(SC)cc3)CC2)CC1 | -6 | 0% | -5% | 0% | 7% | 4% | 0% | -7% | 8% | 2%
O=C(c1ccncc1)N1N=C(C2CC2)CC1(O)C(F)(F)F (stereo not drawn) | -5 | 3% | 1% | -1% | -5% | -8% | 0% | -2% | -1% | 2%
CC(C)=C1SC(N2CCCCC2)=NC1=O | -4 | 4% | 0% | 1% | -7% | -14% | -5% | u | 2% | 1%
CCOc1cccc(-c2nnc(SCC(=O)Nc3ccc(OC)c(OC)c3)n2N)c1 | -2 | 7% | -13% | 0% | -21% | 6% | -16% | -10% | 1% | 3%
CC1CN(S(=O)(=O)c2cccc(-c3cn4cccnc4n3)c2)CC(C)O1 (stereo not drawn) | 17 | 21% | -28% | 10% | x | 2% | x | u | x | x
COc1ccccc1-n1c(=S)sc2c(=O)n(Cc3ccco3)c(SC)nc21 | -9 | -11% | u | 26% | 23% | 21% | x | -10% | x | 0%
COc1ccc(NC2CCCN(C(=O)COc3ccc(C)cc3)C2)cc1 (stereo not drawn) | -14 | 6% | -17% | 4% | -14% | 8% | x | -12% | 5% | -3%
CCOC(=O)c1ccc(NC(=S)N2CCCC(C(=O)N3CCCC3)C2)cc1 (stereo not drawn) | -20 | 2% | x | -1% | -3% | -6% | x | -1% | -2% | -2%
Cn1nc(NC(=O)C(F)(F)F)c2ncc(-c3ccc(Cl)cc3)nc21 | 16 | -3% | 13% | u | -10% | u | -7% | u | -1% | -6%
CN(C)c1ccc(N2CC(C)(C)C2=O)cc1 | -9 | -5% | -16% | -3% | 5% | 21% | -3% | x | -3% | 2%
O=C(CNc1ccccc1N1CCCC1=O)Nc1cc(C(F)(F)F)ccc1-n1cncn1 | -11 | -1% | x | -3% | -4% | x | -3% | x | 4% | 0%
Cc1c(Nc2cc(N3CCOCC3)c3nonc3c2[N+](=O)[O-])c(=O)n(-c2ccccc2)n1C | 2 | 3% | 10% | -3% | x | 27% | x | -2% | x | x
CC(C)CCN(C(=O)c1csnn1)C(C(=O)NC1CCCC1)c1ccc(F)cc1 (stereo not drawn) | 7 | 2% | x | 2% | 8% | 17% | 0% | -5% | 5% | -1%
O=C(CN1CCN(S(=O)(=O)N2CCCCC2)CC1)Nc1ccc(Br)cc1 | -14 | 9% | 10% | 0% | -13% | -9% | -4% | -4% | -5% | x
CN(C)c1ccc(/C=N/N(CCO)C2=NS(=O)(=O)c3ccccc32)cc1 | -2 | 14% | 17% | 1% | 4% | u | u | 3% | 4% | -1%
COc1cccc(CNC(=O)c2ccc(S(=O)(=O)N3CCOCC3)cc2)c1 | 10 | -6% | x | -1% | -9% | x | 1% | x | 5% | 2%
COC(=O)Nc1cc(C)n(-c2ccccc2)n1 | 2 | -4% | x | -3% | 15% | 3% | -2% | -5% | -5% | -1%
Cc1ccc(CNC(=O)CCCC(=O)O)cc1 | 23 | -4% | 0% | -2% | 0%[7.66 µM] | 7% | 0% | -6% | x | 0%
O=C(CSc1nnc(-c2c[nH]c3ccccc23)n1-c1ccc(F)cc1)NCc1ccco1 | -1 | 1% | -13% | -3% | -22% | 0% | -1% | -15% | -7%[46.1 µM] | -2%
O=C(CNC(=O)c1cccs1)NC1=NCCS1 | 8 | 0% | -16% | -1% | 2% | 12% | -4% | 2% | x | 4%
O=[N+]([O-])c1ccccc1S(=O)(=O)N1CCN(Cc2ccc3c(c2)OCO3)CC1 | 6 | -1% | 22% | -8% | -10% | -10% | 0% | -1% | -5% | 3%
O=C1S/C(=C\c2ccc(Cl)cc2)C(=O)N1CCn1cnnn1 | 1 | -3% | 13% | -3% | -22% | -3% | -3% | u | 6% | -7%
CCOC(=O)N1CCN(/C=C(\C#N)c2nc3ccccc3s2)CC1 | -9 | 3% | 0% | 3% | 2%[7.66 µM] | u | u | 5% | 0% | 7%
CCC(C)[C@H](NC(=O)NCc1ccco1)C(=O)OC (stereo partly drawn) | 13 | -8% | x | -2% | 24% | -2% | -1% | x | 0% | 4%
c1ccc(COc2ncnc3c2ncn3CCCN2CCN(c3ccccn3)CC2)cc1 | x | x | x | x | -10% | x | -4% | x | -2% | 1%
COC(=O)c1sc(S(=O)(=O)N2CCC(C(N)=O)CC2)c(C(=O)OC)c1C | -1 | -2% | 1% | 3% | -16% | 9% | -1% | -4% | -2% | 0%
CCOc1ccc(S(=O)(=O)N(CC(=O)NCC(F)(F)F)Cc2ccco2)cc1 | 3 | 1% | 0% | -1% | -10% | 7% | 1% | u | 3%[46.1 µM] | 9%

# Ordered by value in TCR activator (highest first): some entries from above.
canonical_smiles,TCR activator
O=C1S/C(=C\c2ccc(Cl)cc2)C(=O)N1CCn1cnnn1,6%
CCOC(=O)N1CCN(/C=C(\C#N)c2nc3ccccc3s2)CC1,0%
O=[N+]([O-])c1ccccc1S(=O)(=O)N1CCN(Cc2ccc3c(c2)OCO3)CC1,-5%

# (listing goes on)
SMILES | TSHR antagonist | A-T KAP1 phos | Menin-MLL TR inh | Mito fusion act | Integrin act MD | MLL CXXC-DNA inh | TSG101-PTAP inh | MBNL1-CUG inh | TCR activator | S-ASM inh
Cc1noc(C)c1CSCC(=O)Nc1nc2ccc(S(C)(=O)=O)cc2s1 | 2 | -1% | x | -3% | 9% | x | -7% | x | 3% | 3%
O=C(NCc1cccnc1)C(=O)Nc1nc2ccccc2s1 | 0 | 8% | -5% | -6% | -9% | 6% | -2% | -5% | -5% | 12%
COc1ccc(C(N)=O)c(OCC(=O)Nc2cc(C)on2)c1 | 19 | -5% | x | -4% | 18% | x | -2% | x | 3% | 4%
CC(=O)Nc1ccc(-c2nnc(SCc3ccccc3C#N)n2C)cc1 | 10 | -1% | -1% | -2% | -7% | 12% | -4% | -3% | 1% | 3%
CC(=O)Nc1ccc(S(=O)(=O)NC2(C(F)(F)F)NC(=O)N(Cc3ccccc3)C2=O)cc1 (stereo not drawn) | 14 | 10% | 5% | 1% | 13% | -6% | -4% | -4% | -1% | 0%
Cc1ccc2ncccc2c1 | 15 | 17% | x | -2% | x | x | -1% | x | -1% | 2%
CC(=O)Nc1nc2cc([N+](=O)[O-])ccc2s1 | -15 | 8% | x | 11% | -45%[inhibitor] | x | 0% | x | 8% | 10%
CC(=O)Nc1ccc(S(=O)(=O)N[C@@H](C)C(=O)OCc2cc([N+](=O)[O-])cc3c2OCOC3)cc1 | -5 | -8% | x | 1% | -5% | 6% | 0% | u | 5% | -3%
Cc1cccc2c1NC(=O)C2(O)N1CCCC(C)C1 (stereo not drawn) | -9 | 9% | -7% | 2% | 28% | 0% | -1% | 9% | x | -2%
COc1ccc2c(c1)OC[C@H]1[C@H]2N2C(=O)CN(Cc3ccc(F)cc3)C(=O)[C@@]2(C)[C@H]1c1ccccc1 | 1 | 11% | x | 15% | -4% | x | -2% | x | 4% | -13%
COc1ccc(-c2coc3cc(O)cc(O)c3c2=O)cc1 | -22 | 0% | u | 18% | x | 1% | -1% | -3% | -9% | -7%
CCn1ncc(/C=N/NC(=O)c2cc(Cl)ccc2OC)c1C | -1 | 10% | 14% | 0% | 8% | 0% | -3% | -7% | 1%[46.1 µM] | -1%
Cc1sc2nc(CN(Cc3cccs3)C(=O)C3CC3)[nH]c(=O)c2c1C | -5 | 2% | 1% | 15% | 6% | 6% | u | -4% | 1% | -6%
